IMPase Li inh – membrane-permeable IMPase blocker, potentiated with lithium; CHO-M1 cells, IP1 TR-FRET (IP-One), carbachol + lithium; Potency, µM (top dose mostly 59.4 µM), for the others: top-dose activity, negative = IMPase inhibition, usual class: inhibitors; actives 0.35% (n = 210,000);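 also: IP1 builds up when IMPase is blocked and the TR-FRET signal falls; potency is read from the fitted curve at half-maximal effect; plate controls were basal vehicle for no effect and high inhibitor control for full effect; nearly all actives have a fitted effect of over 50% in size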
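Lithium-sensitised IP1 accumulation assay; M1-expressing CHO cells treated 30 min at 37C with compound. Competitive antibody detection by time-resolved FRET followed a 10 min room-temperature lysis step.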
LMNA splice mod – modulators of lamin A splicing; HeLa LMNA splicing GFP/RFP minigene ratio, 48 h; Potency, µM (titrated, usually from 46.1 µM), without a hit: at the top dose ratio change, negative = inhibition, usual class: inhibitors; actives 0.01% (n = 200,000); active = well fitted inhibition curve with a large enough effect in the signal ratio, with a control signal flat, not every such curve was filed as active; inconclusive = small, poorly fitted or top-dose-only effect, or effect the other way, or a change in a side signal; the % refers to the signal ratio; also: potency is read from the fitted curve at half-maximal effect; % is scaled to controls: 0 for no effect and ±100 for the full control effect
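S3 HeLa stable clones carrying a lamin A-EGFP splicing minigene plus DsRed2 were seeded at 600 cells/well in Opti-MEM with 2% FBS, pin-dosed and incubated 48 h at 37°C. Acumen cytometry (488 nm) gave the GFP/RFP total-intensity ratio.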
HttQ103 aggreg – mutant huntingtin aggregation inhibition | PC12 HttQ103-GFP aggregates, Acumen cytometry, 40 h | actives 1.1% (n = 220,000) | Potency, µM (doses to about 46.1 µM), for inactives: at the top dose activity change, negative = inhibition, most hits filed as inhibitors | AID 1688; also: potency is read from the fitted curve at half-maximal effect; % is scaled to controls: 0 for no effect and ±100 for the full control effect; nearly all actives have a fitted effect of over 60% in size
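Compounds (qHTS titration) were added to PC12 cells expressing an ecdysone-driven HTT exon 1 Q103–GFP fusion after induction with 100 nM tebufenozide. Aggregate formation was measured as GFP objects in cell lysates.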
HTT cytoprotect – Huntington cell model cytoprotection by ATP luminescence. PC12 HTT-Q103 induced, cytoprotection, ATP luminescence, 40 h. Potency, µM (highest dose often 56.4 µM), for the others: cytoprotection (ATP increase), most hits filed as activators. actives 0.14% (n = 230,000). AID 1471;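 also: potency is read from the fitted curve at half-maximal effect; % of control where 0% means no effect; nearly all actives have a fitted effect of over 45% in size; toxic huntingtin expression switched on by the ecdysone agonist tebufenozide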
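Quantitative HTS on tebufenozide-induced (100 nM) PC12 cells expressing HTTQ103 exon 1–GFP; compounds tested as a concentration series; survival measured via cellular ATP.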
Luc counter – blocks Kinase-Glo luciferase, a counter-screen artifact; Q27757; Kinase-Glo luciferase, ATP luminescence, 8 min; Potency, µM (highest dose often 38.3 µM), without a hit: at the top dose activity change, negative = inhibition, actives largely listed as inhibitors; actives 0.28% (n = 200,000); AID 1379; also: potency is read from the fitted curve at half-maximal effect; % is scaled to controls: 0 for no effect and ±100 for the full control effect; nearly all actives have a fitted effect of over 60% in size
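Compounds were added to a substrate mix at pH 7.2 (50 mM imidazole, 10 uM ATP, within the enzyme's linear range), followed by Kinase-Glo detection reagent; luminescence was measured after 8 minutes at ambient temperature.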
SMN2 splice enh – SMN2 splice variant enhancement. HEK293 SMN2-luciferase splicing reporter, luminescence, 30-36 h. Potency, µM (series often up to 46.1 µM), for inactives: at the highest dose activity change, positive = activation, usual class: activators. actives 2.8% (n = 210,000). AID 1458; also: potency is read from the fitted curve at half-maximal effect; % of control where 0% means no effect; nearly all actives have a fitted effect of over 55% in size
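HEK293 cells carry an SMN2 […]–luciferase reporter in which exon 7 inclusion puts luciferase in frame. Cells were plated 10-12 h before compound addition, then incubated 30-36 h at 37C. ONE-Glo luminescence was read; sodium butyrate at 4.5 mM final served as control.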
CBFb RUNX1 block – CBF-beta/RUNX1 interaction disruption; AlphaScreen CBFb-His/RUNX1-biotin binding, biochemical; AID 1477; 230,000 tested, under 10 active; Q01196+Q13951; Potency, µM (series often up to 59.8 µM), inactives show top-dose activity, negative = inhibition, actives largely listed as inhibitors; also: % of control where 0% means no effect
Target sequence (Q01196 whole entry, looked up): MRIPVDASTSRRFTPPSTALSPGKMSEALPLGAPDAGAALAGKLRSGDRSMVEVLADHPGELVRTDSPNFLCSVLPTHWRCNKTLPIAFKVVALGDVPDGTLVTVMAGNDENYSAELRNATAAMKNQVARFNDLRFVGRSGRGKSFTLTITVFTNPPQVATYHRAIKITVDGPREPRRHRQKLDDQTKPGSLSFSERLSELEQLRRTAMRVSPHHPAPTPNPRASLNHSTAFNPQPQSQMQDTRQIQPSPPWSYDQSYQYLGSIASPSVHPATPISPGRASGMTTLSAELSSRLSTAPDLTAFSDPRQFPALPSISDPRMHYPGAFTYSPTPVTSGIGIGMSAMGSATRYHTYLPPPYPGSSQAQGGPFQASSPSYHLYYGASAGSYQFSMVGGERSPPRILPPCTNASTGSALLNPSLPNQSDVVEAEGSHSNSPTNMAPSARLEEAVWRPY
Target sequence (Q13951 whole entry, looked up): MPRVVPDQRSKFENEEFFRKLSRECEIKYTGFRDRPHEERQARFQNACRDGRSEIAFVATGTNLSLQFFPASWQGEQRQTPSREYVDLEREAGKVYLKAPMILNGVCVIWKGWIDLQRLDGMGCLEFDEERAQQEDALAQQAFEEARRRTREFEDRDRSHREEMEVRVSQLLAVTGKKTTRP
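Compounds were screened at multiple concentrations against a preformed CBF-beta(His)/RUNX1(biotin) complex (30 nM of each) for 15 min at room temperature, followed by 90 min with nickel and streptavidin beads and AlphaScreen reading.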
* marks the source's active call; other numbers are inactive results; u = inconclusive; x = not tested or not shown; [ ] = dose if it differs, or a comment. Unless noted, calls follow the shape of the dose curve; as a rule, active = well fitted curve in the direction sought with a large enough effect; inconclusive = small, poorly fitted or top-dose-only effect, or another doubt; inactive = no such curve, though single readings can be large; an effect the other way counts as inactive or inconclusive.

entry	Molecule	IMPase Li inh	LMNA splice mod	HttQ103 aggreg	HTT cytoprotect
1	Cc1cc(C)n(-c2nc(SCCN(C)C)c3c4c(sc3n2)CCCC4)n1	16.3%[38.3 µM]	u	-31.2%	-76.3%[inhibitor]
2	CCOC(=O)c1c(NC(=O)C(=O)N/N=C/c2ccc(O)c(OC)c2)sc2c1CCCCC2	-4.4%	u	16.4%	x
3	COc1ccc(OCCCC(=O)Oc2ccc(OC)cc2)cc1	49.6%[activator][38.3 µM]	-18.5%	2.1%	-10.9%
4	COc1ccc(Nc2cc(Cl)nc(N)n2)cc1OC	-1.9%	x	10.6%	u
5	O=C(O)CCCn1cc(NC(=O)COc2ccc([N+](=O)[O-])cc2)cn1	-2.5%	x	-13.4%	-25.5%
6	O=C(NC(Cc1ccccc1)c1ccc2c(c1)OCCCO2)c1ccccc1 (configuration not stated)	30.9%[activator][38.3 µM]	-3.0%	-13.8%	-18.2%
7	CCOCCOC(=O)C(C)Oc1ccc(Oc2ncc(Cl)cc2Cl)cc1 (configuration not stated)	x	-5.1%	18.7%	12.5%[10 µM]
8	COCC(=O)N1CCC2(CC1)CCN(c1ccccc1)CC2	7.5%	x	x	1.0%
9	CCOC(=O)CSC1=NC(=O)CS1	11.7%[38.3 µM]	u	-1.2%	-9.2%
10	O=C(O)[C@H](CCc1ccccn1)c1ccccc1	9.2%	x	x	-0.5%[10 µM]
11	Oc1ccc(-c2[nH]nc(-c3ccccc3)c2-c2nc3ccccc3[nH]2)cc1	-10.2%[38.3 µM]	4.3%	-7.9%	-6.3%
12	O=C(c1cnn2c(C(F)F)cc(-c3ccccc3)nc12)N1CCCc2ccccc21	48.7%[activator][38.3 µM]	13.8%	1.4%	-4.9%[10 µM]

entry	Luc counter	SMN2 splice enh	CBFb RUNX1 block
1	-1.7%	2.4%	-8.7%
2	-1.5%	-27.2%	-2.7%
3	1.0%	4.4%	9.5%
4	-5.5%	16.4%	2.4%
5	x	x	1.5%
6	-1.3%	3.8%	4.4%
7	x	x	18.5%
8	-4.8%	-3.8%	x
9	-8.8%	u	-6.3%
10	-1.1%[7.66 µM]	8.1%[9.22 µM]	x
11	-6.3%	-8.5%	5.8%
12	-2.9%	-8.7%	-3.9%

Next compounds follow.
entry	Molecule	IMPase Li inh	LMNA splice mod	HttQ103 aggreg	HTT cytoprotect
13	CN1CCN(S(=O)(=O)c2ccc(SCCOc3ccccc3)nc2)CC1	2.9%[38.3 µM]	u	-29.4%	20.8%[10 µM]
14	CCN(CC)C(=O)C(=O)c1c(-c2ccccc2)[nH]c2ccccc12	1.6%	-7.5%	5.1%	16.5%[10 µM]
15	CCn1c(SCC(=O)NC2CCCCC2)nnc1-c1cc2cccc(OC)c2o1	-4.6%[38.3 µM]	17.6%	-7.9%	-8.0%
16	Cc1cc(C)c(NC(=O)C(C)(C)C)c(Cl)c1	-4.5%[38.3 µM]	-0.3%	u	6.9%
17	O=C1NC(c2ccccc2)(C(F)(F)F)SC2=NCCCN12 (configuration not stated)	21.4%[38.3 µM]	-7.6%	-15.6%	19.4%
18	Cc1cc(C)cc(NC(=O)C(=O)NCCc2c[nH]c3ccccc23)c1	6.4%	x	0.5%	-15.1%
19	CN[C@]1(C)[C@H]2CC[C@@H](C2)C1(C)C	3.3%	u	x	2.4%[40.3 µM]
20	CC1CC(=O)Nc2ccccc2N1S(=O)(=O)c1cccc(Cl)c1 (configuration not stated)	-1.2%	-10.5%	0.8%	-3.9%[10 µM]
21	CC(C)NC(=O)c1ccc2c3n(nc2c1)-c1ccccc1CO3	x	x	-7.2%[9.22 µM]	-90.7%[inhibitor][10 µM]
22	COc1ccc(-c2cc3nc(C)c(CCC(=O)N4CCN(c5ccccn5)CC4)c(C)n3n2)c(OC)c1	0.5%	u	-12.4%	-32.0%
23	Cc1ccc(Cl)cc1N1CCN(Cc2nc3ccsc3c(=O)[nH]2)CC1	7.4%[38.3 µM]	-7.1%	-31.4%	-15.3%
24	O=C(Nc1ccc(-c2nnc(-c3ccccc3)o2)cc1)C1CCCO1 (configuration not stated)	2.5%[38.3 µM]	u	0.4%	-4.0%

entry	Luc counter	SMN2 splice enh	CBFb RUNX1 block
13	4.4%	-33.3%[inhibitor]	-1.7%
14	0.0%	3.1%	4.8%
15	-5.0%	-26.5%	9.7%
16	1.2%	-7.6%	6.2%
17	0.6%	-29.7%	3.5%
18	1.7%	10.1%	-18.0%
19	-0.5%[17.1 µM]	-3.0%[20.6 µM]	-10.5%[21.7 µM]
20	-1.3%	-4.9%	7.9%
21	x	x	9.5%
22	-2.4%	-26.4%	6.2%
23	-4.5%	-28.3%	-2.6%
24	-16.6%	3.55µM*	5.9%

Further records follow:
entry	Molecule	IMPase Li inh	LMNA splice mod	HttQ103 aggreg	HTT cytoprotect
25	COCCN(C(=O)CCC(=O)Nc1ccccn1)C(C(=O)NCCC(C)C)c1ccc(OC)cc1 (configuration not stated)	-15.9%[38.3 µM]	-4.9%	-10.3%	11.1%
26	CC1(C)CCc2cc(-c3ccnc(=S)[nH]3)ccc2O1	x	-6.5%[46 µM]	15.1%[9.22 µM]	-21.9%[10 µM]
27	CCOC(=O)c1c(C(=O)OCC)c(C)n(CCc2ccc(OC)c(OC)c2)c1C	-9.0%	u	14.4%	x
28	COc1cc(/C=N/OCC(=O)NC2CCCCC2)ccc1OCc1ccccc1	10.3%	u	7.3%	x
29	CCC(=O)Nc1ccc(S(=O)(=O)c2ccc(NC(=O)CC)cc2)cc1	-8.3%[38.3 µM]	-16.5%	3.8%	14.8%
30	O=C(Nc1nc2ccccc2n1CCN1CCOCC1)c1cn(-c2ccccc2)nc1-c1ccccc1	-22.4%[38.3 µM]	u	u	-66.5%[inhibitor]
31	O=C(Nc1ccc(Br)cn1)C1CCN(S(=O)(=O)c2cccs2)CC1	x	x	-30.3%[9.22 µM]	11.2%[10 µM]
32	COc1ccc(C=O)cc1Cn1c(=O)n(CCC(=O)NCc2ccco2)c(=O)c2sccc21	-1.9%	x	11.7%[9.22 µM]	-149.8%
33	NC(=O)c1c(NC(=O)c2cnccn2)sc2c1CCCC2	5.7%	x	-4.4%	21.9%[10 µM]
34	COC(=O)CNC(=O)COC(=O)Cc1ccc(Cl)cc1	4.1%	12.0%[46 µM]	0.7%	3.0%[10 µM]
35	O=C(c1ccccc1)N1CCN(c2ncnc3c(-c4ccccc4)nsc23)CC1	15.9%	-4.2%[46 µM]	-5.2%[9.22 µM]	6.5%[10 µM]
36	O=C(OCn1nnc2ccccc2c1=O)C1=COCCO1	-1.8%[38.3 µM]	10.4%	8.0%	-21.4%[10 µM]

entry	Luc counter	SMN2 splice enh	CBFb RUNX1 block
25	-3.1%	-4.2%	7.8%
26	x	x	3.5%
27	-6.9%	4.4%	0.3%
28	-1.2%	29.6%	-0.2%
29	-7.3%	1.5%	1.9%
30	9.6%	-38.7%[inhibitor]	-16.7%
31	x	x	7.5%
32	0.5%	10.8%	0.0%
33	-1.8%	u	-20.1%
34	1.4%	-10.6%	-22.6%
35	-6.1%	x	7.1%
36	-0.2%	-6.6%	6.2%

Whole records, quoted from the list:
Profile of CCC(=O)Nc1ccc(S(=O)(=O)c2ccc(NC(=O)CC)cc2)cc1 → IMPase Li inh = -8.3%[38.3 µM]; LMNA splice mod = -16.5%; HttQ103 aggreg = 3.8%; HTT cytoprotect = 14.8%; Luc counter = -7.3%; SMN2 splice enh = 1.5%; CBFb RUNX1 block = 1.9%
Profile of COCCN(C(=O)CCC(=O)Nc1ccccn1)C(C(=O)NCCC(C)C)c1ccc(OC)cc1 (configuration not stated) → IMPase Li inh = -15.9%[38.3 µM]; LMNA splice mod = -4.9%; HttQ103 aggreg = -10.3%; HTT cytoprotect = 11.1%; Luc counter = -3.1%; SMN2 splice enh = -4.2%; CBFb RUNX1 block = 7.8%
Profile of CCOC(=O)c1c(C(=O)OCC)c(C)n(CCc2ccc(OC)c(OC)c2)c1C → IMPase Li inh = -9.0%; LMNA splice mod = u; HttQ103 aggreg = 14.4%; HTT cytoprotect = x; Luc counter = -6.9%; SMN2 splice enh = 4.4%; CBFb RUNX1 block = 0.3%

Next entries
entry	Molecule	IMPase Li inh	LMNA splice mod	HttQ103 aggreg	HTT cytoprotect
37	NC(=O)c1ccc(N2CCN(S(=O)(=O)c3ccccc3)CC2)c([N+](=O)[O-])c1	-2.5%	7.1%[9.22 µM]	u	-38.2%
38	CCOC(=O)c1sc(NC(=O)/C=C/c2c(F)cccc2Cl)nc1C	-14.2%	-3.8%	-6.2%	-0.7%[10 µM]
39	CCn1c(SCC(=O)N/N=C/c2ccc(OC)c(OC)c2)nc2ccccc21	9.2%	-19.0%	u	14.3%[10 µM]
40	COc1cc(CN2CC(=O)N(c3ccc(C)cc3)C2=S)cc(OC)c1OC	4.4%	u	15.1%	-7.9%[10 µM]
41	CCCn1c(=S)[nH]c2cc(C(=O)N3CCc4ccccc4C3)ccc2c1=O	-3.1%	7.6%[9.22 µM]	-16.0%	-0.7%
42	CC(C)C(c1nnnn1C1CCCC1)N1CCN(C(=O)c2ccco2)CC1 (configuration not stated)	1.5%[38.3 µM]	-2.0%	2.4%	-1.5%
43	Nc1c(OCC(=O)O)ccc2cc(S(=O)(=O)O)ccc12	14.1%	x	x	-11.9%[10 µM]
44	CCOc1ccc(/C(O)=C2/C(=O)C(=O)N(c3cc(C)on3)C2c2ccc(C(=O)OC)cc2)cc1 (configuration not stated)	u	u	4.9%	-31.5%
45	CCn1cc(C(=O)O)c(=O)c2cc(Br)ccc21	19.5%[38.3 µM]	-0.3%	-24.5%	-11.4%

entry	Luc counter	SMN2 splice enh	CBFb RUNX1 block
37	2.8%	-45.0%[inhibitor]	9.9%
38	-3.3%	1.3%	-8.5%
39	-0.5%	4.2%	0.5%
40	4.0%	-20.5%	-6.1%
41	-2.1%	-43.2%[inhibitor]	0.8%
42	1.0%	25.3%	6.3%
43	-0.4%[7.66 µM]	4.8%[9.22 µM]	x
44	0.1%	-9.5%	4.2%
45	17.2%	1.7%	4.7%
